APP 5UTR inh: APP translation inhibition; SH-SY5Y APP 5'UTR-luciferase reporter, luminescence; inhibition, % at 2 µM; 0.82% of 190,000 active; AID 1285;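 active = inhibition above a set limit, derived from the sample mean plus 3 SD, cut at about 45% in these data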; note: values of inactives mirror those of a sister screen read the other way
STAT3 activator: activators of IL-6 induced STAT3 signaling. activation (% of control), % at 5.6 µM. 0.91% of 190,000 active. U3A cells, IL-6 STAT3-luciferase reporter, luminescence; 100% = signal with IL-6 EC80 alone;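 active = activation above the screen-wide mean of compound activation plus 3 SD, cut at about 130% in these data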;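 note: 0% = background luminescence of wells with medium and substrate only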
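Material: STAT3-luciferase reporter U3A cells. Controls: IL-6-treated wells, 100% activation. Read-out: % activation versus median of IL-6-stimulated wells. Probe or stimulus: IL-6 stimulus at 33 ng/mL final. Timing: compound 1 h, then IL-6 6 h at 37 °C. Signal: reporter luminescence signal.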
G6PDH counter: counter-screen for G6PDH assay hits: L. mesenteroides G6PDH inhibition; 0.12% of 200,000 active; inhibition, % at 5 µM; Purified L. mesenteroides G6PDH, diaphorase/resazurin coupled fluorescence, 45 min; in the data active = inhibition above about 50%
STAT1 blocker: inhibitors of IFN-gamma induced STAT1 signaling. 0.35% of 200,000 active. inhibition, % at 5.5 µM. NIH 3T3 STAT1-luciferase reporter, luminescence;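 active = inhibition above a set limit, the mean inhibition across all tested compounds plus 3 SD, cut at about 34% in these data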;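 note: 0% = IFN-gamma with DMSO and 100% = IFN-gamma with 300 µM nifuroxazide; values of inactives mirror those of a sister screen read the other way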
Hsp70 activator: switches on Hsp70 transcription; HeLa Hsp70 promoter luciferase reporter, luminescence; scaled: vehicle 0, proteasome-inhibitor control 100%; activation, % at 10 µM; 0.04% of 200,000 active; AID 1203;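 active = activation above the mean across all tested compounds plus 3 SD, cutoff set per campaign, cut at about 5.5% in these data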;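 note: 100% = MG132 at 30 µM as the positive control and 0% = DMSO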
STAT3 blocker: reduces IL-6 driven STAT3 reporter signal; U3A cells, IL-6 STAT3-luciferase reporter, luminescence; host cell line lacks STAT1; inhibition, % at 5.5 µM; 0.89% of 190,000 active;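 active = inhibition above the mean inhibition across all screened compounds plus 3 SD, cut at about 44% in these data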;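 note: 0% = DMSO only wells and 100% = 100 µM nifuroxazide control wells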
TLR4 MyD88 comp: inhibitors of human TLR4-MyD88 binding | O00206+Q99836 | HeLa CL3-4 TLR4/MyD88 BLA complementation, FRET ratio | inhibition, % at 8.4 µM | 0.18% of 200,000 active; in the data active = inhibition above about 25%;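 note: 0% = vehicle and 100% = reference inhibitor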
Target sequence (O00206 whole entry, looked up): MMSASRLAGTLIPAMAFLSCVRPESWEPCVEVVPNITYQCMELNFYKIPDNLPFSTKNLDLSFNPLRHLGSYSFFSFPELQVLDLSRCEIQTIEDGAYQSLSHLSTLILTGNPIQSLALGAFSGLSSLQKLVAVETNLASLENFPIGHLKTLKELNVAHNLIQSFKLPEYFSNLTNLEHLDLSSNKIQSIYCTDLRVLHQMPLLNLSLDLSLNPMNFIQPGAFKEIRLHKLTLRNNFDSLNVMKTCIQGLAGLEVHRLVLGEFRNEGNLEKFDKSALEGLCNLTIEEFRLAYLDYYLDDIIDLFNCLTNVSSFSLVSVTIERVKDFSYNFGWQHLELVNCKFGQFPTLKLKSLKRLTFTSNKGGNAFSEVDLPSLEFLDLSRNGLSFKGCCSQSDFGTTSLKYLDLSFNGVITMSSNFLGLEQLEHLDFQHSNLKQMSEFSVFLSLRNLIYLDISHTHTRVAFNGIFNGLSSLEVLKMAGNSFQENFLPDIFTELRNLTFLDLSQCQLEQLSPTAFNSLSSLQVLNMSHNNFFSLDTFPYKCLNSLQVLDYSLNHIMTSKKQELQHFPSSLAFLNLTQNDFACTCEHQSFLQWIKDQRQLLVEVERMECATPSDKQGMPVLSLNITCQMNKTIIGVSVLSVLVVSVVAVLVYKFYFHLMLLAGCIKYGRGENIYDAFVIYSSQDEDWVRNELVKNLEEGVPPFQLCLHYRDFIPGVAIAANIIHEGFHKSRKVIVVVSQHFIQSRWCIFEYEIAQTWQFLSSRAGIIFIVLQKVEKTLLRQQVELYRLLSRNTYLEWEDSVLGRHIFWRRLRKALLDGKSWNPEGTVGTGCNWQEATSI
Target sequence (Q99836 whole entry, looked up): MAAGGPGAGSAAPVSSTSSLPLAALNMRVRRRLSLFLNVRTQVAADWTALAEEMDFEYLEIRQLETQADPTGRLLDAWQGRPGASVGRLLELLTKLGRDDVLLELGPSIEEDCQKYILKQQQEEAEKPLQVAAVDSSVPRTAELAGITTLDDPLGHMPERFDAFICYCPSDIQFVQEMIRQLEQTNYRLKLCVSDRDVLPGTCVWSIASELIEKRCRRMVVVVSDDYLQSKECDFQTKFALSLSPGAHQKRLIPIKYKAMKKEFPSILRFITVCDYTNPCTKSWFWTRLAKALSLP
Diaphorase inh: counter-screen for diaphorase-based assays: diaphorase inhibitors and chemical oxidizers; diaphorase resazurin-to-resorufin fluorescence, NADH, 16 min; bacterial (C. kluyveri) enzyme, not human; inhibition, % at 20 µM; 0.69% of 190,000 active;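 active = primary screen inhibition at 20 µM above a set limit, cut at about 50% in these data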;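 note: plate controls were DMSO with full reaction for no effect and wells lacking NADH for full effect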
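System: Bacterial diaphorase enzyme (C. kluyveri) | Incubation: 16-min room-temperature incubation before reading | Benchmarks: No-NADH positive control and DMSO neutral control | Measured by: Resorufin fluorescence 544/590 nm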
Diaph act CS: activates diaphorase or chemically reduces, flagging diaphorase assay artifacts; Diaphorase/resazurin coupled assay, resorufin fluorescence, 16 min; stronger effect = higher value; 1 = vehicle wells, 0 = NADH-free wells; activation factor at 20 µM; 0.005% of 190,000 active;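 active = diaphorase activity raised at least twofold by the compound at 20 µM; inactive = activation factor below 2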
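Material: purified diaphorase enzyme from Clostridium kluyveri / Medium: HEPES pH 7.4 buffer with MgCl2 and Tween 20 / Schedule: enzyme reaction of 16 min at room temperature / Measured by: resorufin fluorescence, excitation 544 nm, emission 590 nm / Evaluation: rise in resorufin formation, marking diaphorase activation or chemical reduction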
STAT1 act: STAT1 signaling activation | AID 932 | NIH 3T3 STAT1-luciferase reporter, IFN-gamma, luminescence; 100% = IFN-gamma alone, no compound | activation (% of control), % at 5.5 µM | 2.6% of 200,000 active;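 active = activation above the screen-wide mean activation plus 3 SD, cut at about 130% in these data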;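 note: raw ratio to IFN-gamma control signal so 100% means no change and 0% no light; values of inactives mirror those of a sister screen read the other way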
* hit, by the source's call; . = no result given. No enrichment for hits. Share with any hit: about 6.1%.

Sample of the layout (4 entries):
SMILES	APP 5UTR inh	STAT3 activator	G6PDH counter	STAT1 blocker	Hsp70 activator	STAT3 blocker	TLR4 MyD88 comp	Diaphorase inh	Diaph act CS	STAT1 act
Cc1ccc(NS(=O)(=O)c2ccc(C(=O)N3CCN(c4ccccn4)CC3)cc2)cc1	-2.6	86.7	2.8	18.5	-0.5	20.7	-2.5	-1.3	1	83.1
Nc1c(C(=O)NCCC2=CCCCC2)sc2ccc(S(=O)(=O)N3CCCCC3)cc12	-22.2	107.1	0.5	-2.2	-0.2	-4.3	-4.5	15.5	0.8	102.0
O=C1NC(=Nc2ccc(F)cc2)CS1	12.9	97.2	2.4	-5.1	0.1	10.6	-8.2	4.1	1	104.4
CCOc1ccccc1-c1ccc(C(=O)NCc2ccccc2)o1	-4.7	97.6	12.3	-2.4	0.5	0.1	3.6	28.2	0.7	102.1

The listing (from the top)
SMILES	APP 5UTR inh	STAT3 activator	G6PDH counter	STAT1 blocker	Hsp70 activator	STAT3 blocker	TLR4 MyD88 comp	Diaphorase inh	Diaph act CS	STAT1 act
Cc1ccc(NS(=O)(=O)c2ccc(C(=O)N3CCN(c4ccccn4)CC3)cc2)cc1	-2.6	86.7	2.8	18.5	-0.5	20.7	-2.5	-1.3	1	83.1
Nc1c(C(=O)NCCC2=CCCCC2)sc2ccc(S(=O)(=O)N3CCCCC3)cc12	-22.2	107.1	0.5	-2.2	-0.2	-4.3	-4.5	15.5	0.8	102.0
O=C1NC(=Nc2ccc(F)cc2)CS1	12.9	97.2	2.4	-5.1	0.1	10.6	-8.2	4.1	1	104.4
CCOc1ccccc1-c1ccc(C(=O)NCc2ccccc2)o1	-4.7	97.6	12.3	-2.4	0.5	0.1	3.6	28.2	0.7	102.1
CC(C)(C)NS(=O)(=O)c1ccc(NC(=O)C(Sc2ccccc2)c2ccccc2)cc1 (centres undefined)	-9.1	100.1	3.7	-3.7	-0.2	0.2	6.7	26.6	0.7	103.4
O=C(c1ccc(Cl)cc1)N(Cc1ccc(Br)cc1)N1C(=O)CCC1=O	-14.9	97.7	9.7	1.6	-0.3	12.8	3.4	10.6	0.9	96.9
O=C(Nc1ccc2nccnc2c1)c1ccco1	-39.6	92.9	6.6	-31.6	-0.1	14.3	9.1	9.7	0.9	126.6
CCC(=O)N1CCN(c2ccccc2NC(=O)c2ccc(-c3cccc([N+](=O)[O-])c3)o2)CC1	8.3	104.8	-20.9	2.5	-0.4	-5.7	-4.9	19.0	0.8	97.8
O=C(CCN1C(=O)C2C3C=CC(C3)C2C1=O)N1CCN(c2ccc(F)cc2)CC1 (centres undefined)	18.8	96.7	-0.7	-4.0	-0.3	10.4	9.0	9.8	0.9	105.0
COc1ccc(Cc2nnc(NC(=O)c3cccc([N+](=O)[O-])c3C)s2)cc1	-20.5	98.1	3.4	3.4	0.7	8.7	-3.9	7.8	0.9	96.9
O=C(NCc1cccs1)C1CCC(CNS(=O)(=O)c2cccc3nsnc23)CC1 (centres undefined)	3.5	103.0	-4.8	1.8	-0.1	1.2	-4.3	9.0	0.9	98.3
Fc1ccc(Sc2cc(Cl)c(-c3ccccc3)nn2)cc1	-2.8	122.2	2.9	-10.3	-0.3	-27.5	-4.3	14.2	0.9	109.4
Cc1ccc(C(=O)NC(=S)Nc2ccc(CN3CCCCC3)cc2)c(C)c1	2.2	99.5	6.1	-5.7	-0.1	8.3	4.1	6.9	0.9	104.0
Cc1cc(C)n(-c2cc(=O)n(C)c(=O)n2C)n1	3.5	105.1	-1.6	0.4	-0.2	1.7	-2.9	6.5	0.9	99.6
CN(C(=O)c1c(Cl)nc2sccn12)C1CCCCC1	9.2	93.3	25.8	2.1	-0.2	11.1	1.2	-7.2	1.1	93.4
Cc1nc(NCc2ccco2)c2c3c(sc2n1)CCC3	-0.3	166.5*	6.8	-54.5	0.3	-76.2	-2.1	17.8	0.8	149.8*
CCc1c(C)nc2ncnn2c1NCCc1ccc(OC)c(OC)c1	7.8	92.2	1.9	9.1	-0.4	13.0	11.9	7.1	0.9	91.7
CN(C)CCCCOc1ccccc1-c1ccccc1	2.4	95.4	-2.1	5.9	0.0	11.8	-7.1	11.5	0.9	94.6
CCC(C)NC(=O)CO/N=C/c1ccccc1OC(F)F (centres undefined)	-3.7	100.8	1.7	-3.5	0.0	-2.6	3.6	4.7	1	103.4
N#CC1=C(N)SC(C(=O)c2ccccc2)C1c1cccs1 (centres undefined)	-4.5	93.0	-1.7	3.4	-0.1	11.2	3.3	24.5	0.8	96.8
Cc1cc(C)cc(NC(=O)CSc2nnc(-c3ccccc3Br)o2)c1	-18.8	81.8	13.9	9.8	-0.3	22.0	1.1	16.1	0.8	91.1
CCCNC(=O)Cn1cnc2sc(C(=O)N3CCN(CCC)CC3)c(C)c2c1=O	-14.3	98.1	6.1	-1.2	0.0	6.7	7.1	4.3	1	102.5
CS(=O)(=O)N(CC(=O)NCCSc1ccccn1)c1ccc(F)cc1	-10.4	108.4	9.0	-2.1	-0.3	-4.4	-9.4	12.8	0.9	100.7
COC(=O)C1=C(C)N(c2ccc(F)cc2)C(=O)C1	13.8	101.9	-18.4	-0.4	-0.3	0.5	-7.5	21.7	0.8	100.4
COc1ccccc1OCC(=O)NCc1nc(-c2ccccc2)no1	-5.8	102.7	10.6	-0.1	-0.1	6.4	-2.6	21.4	0.8	100.3
COc1ccc(C(=O)c2oc3nc(C)cc(C)c3c2N)cc1	24.6	96.1	2.5	-9.6	-0.3	8.2	13.9	12.0	0.9	108.8
CC1=CC(C)(C)Nc2ccc(OC(=O)C(Cc3ccccc3)N3C(=O)c4ccccc4C3=O)cc21 (centres undefined)	7.7	109.2	5.4	1.1	0.0	-10.0	-7.4	18.2	0.8	99.0
N#Cc1nc(COc2ccc(Br)cc2)oc1N1CCCC1	-0.5	84.0	-5.1	1.0	0.4	22.2	-8.8	10.1	0.9	99.1
CC(=O)c1ccc(NC(=O)COc2ccccc2C(=O)Nc2ccc(C)cn2)cc1	20.0	91.5	7.6	9.4	-0.4	15.5	2.7	0.8	1	91.8
CC(=O)OCC(=O)Nc1c(C)cc(C)cc1C	8.8	95.9	-1.6	-2.8	-0.2	9.3	-7.6	2.5	1	102.6
CCOCCCNCc1cc(Br)ccc1OCc1ccccc1	-8.2	97.8	0.3	10.6	-0.3	6.3	2.7	8.1	0.9	90.6
Cc1cccn2cc(CSc3ccccc3N)nc12	3.0	90.2	-2.8	-64.6	0.0	11.8	-9.3	14.6	0.9	139.0*
CN=C(Nc1ccc(Cl)cc1)c1ccc(C(F)(F)F)cc1	-22.6	91.5	8.6	5.6	-0.2	15.9	-9.3	7.6	0.9	95.0
O=C1CCCC(=O)C1C(=O)C1CCN(S(=O)(=O)c2ccccc2)CC1	-11.2	100.8	4.4	-2.4	0.3	9.6	-14.7	-4.0	1	100.6
CCCCc1c(C)nc2ccc(Br)cc2c1SCCC#N	5.8	98.3	-30.3	-1.8	-0.3	1.4	7.5	22.0	0.8	101.6
Cc1csc(SCC(=O)NCc2cccs2)n1	-7.2	99.6	4.1	-0.8	-0.1	7.8	3.7	4.0	1	100.7
CCOC(=O)C1CCCN(C2CC(=O)N(c3ccc(C(C)C)cc3)C2=O)C1 (centres undefined)	-22.3	104.9	16.3	4.0	-0.3	0.3	-2.8	-4.0	1	95.8
CCOC(=O)c1c(NC(=S)Nc2ccc(F)cc2)sc2c1CCC2	10.2	79.4	1.0	-2.0	-0.4	30.3	7.3	1.4	1	101.8
O=C1OCC(Cn2c3ccccc3c3ccccc32)O1 (centres undefined)	-20.1	99.8	2.7	-1.3	-0.3	10.1	10.8	13.0	0.9	101.2
Cc1c(Cl)cccc1NC(=S)N1CCN(c2ncccn2)CC1	5.7	94.7	0.3	-6.0	-0.1	8.5	-0.3	-4.3	1	105.4
CC1=C(C(=O)Nc2ccccc2)C2(CCCCC2)C(C#N)=C(S)N1	-21.6	103.9	2.7	4.9	-0.3	3.2	1.2	18.4	0.8	95.5
Cc1ccc(S(=O)(=O)N2CCN(C(=O)c3ccccc3)C2C(C)C)cc1 (centres undefined)	7.0	105.1	10.6	5.8	-0.4	-3.2	5.1	-14.0	1.1	94.7
O=c1cc(O)c2ccccc2n1Cc1ccccc1	-7.3	97.1	7.9	-6.5	-0.2	13.4	-6.8	19.7	0.8	104.3
Cn1cc([C@@H]2C[C@H]3CN(Cc4cccc(Cl)c4)C(=O)[C@]34CCCN24)c2ccccc21	0.5	102.6	23.3	-5.4	-0.3	2.2	-5.3	27.0	0.7	103.1
COc1cccc(NS(=O)(=O)c2nc3nc(C)cc(C)n3n2)c1	-6.4	104.6	-2.5	1.1	-0.3	3.3	-2.9	14.0	0.9	99.0
CCC(=O)c1ccc(N2CCN(C(=O)c3ccccc3Br)CC2)c(F)c1	3.5	106.5	14.1	15.0	0.2	2.3	-13.5	11.9	0.9	86.3
Cc1ccc(OCCCCN2CCC(C)CC2)c(Br)c1	-13.6	97.8	8.0	3.2	0.0	0.2	-4.0	-2.4	1	97.2
O=C(CC1(O)C(=O)N(CCc2ccccc2)c2ccccc21)c1ccco1 (centres undefined)	-9.5	94.9	12.8	-4.2	-0.3	12.4	13.0	4.2	1	105.1
CC(O/N=C/c1ccccc1OC(F)F)C(=O)Nc1cccc(S(=O)(=O)N2CCOCC2)c1 (centres undefined)	-11.4	97.5	2.5	8.8	-0.4	0.5	-1.9	16.1	0.8	92.1
O=C(Cc1ccccc1)NN1C(=O)C2C3C=CC([C@@H]2C1=O)C31CC1 (some centres undefined)	12.7	97.9	16.8	-4.2	0.1	2.7	-9.2	11.5	0.9	103.7
Cc1ccc(C(=O)NC(NC(=O)c2ccc(C)cc2)C(Cl)Cl)cc1	-6.5	86.2	-1.8	8.9	-0.1	19.6	-8.7	-9.2	1.1	91.8
CCOc1cccc(C(=O)NC(=S)Nc2ccc(Cl)cc2C(=O)O)c1	-0.6	109.4	0.8	-6.0	0.1	-6.4	-7.1	41.9	0.6	102.4
CC(C)(C)n1nnnc1CN1CCSCC1	-7.7	92.7	5.1	5.2	-0.2	12.5	6.4	8.0	0.9	95.2
Cc1ccc(C)c(OCC(=O)Nc2cc(C)on2)c1	-40.0	104.0	-19.7	-14.6	0.2	-4.7	7.0	-0.8	1	114.6
CN(C)C(=O)CSCc1c(Cl)cccc1Cl	2.2	87.0	-3.7	6.8	0.0	19.5	2.1	11.1	0.9	93.7
NC(=O)C1=C[C@@H](c2ccccc2)C[C@@H](OCc2ccc(CO)cc2)O1	10.1	.	28.1	4.4	-0.2	.	-0.1	38.5	0.6	97.4

From PubChem
